Screening results deposited in PubChem by several laboratories.
Rab7 wt modul = alters GTP binding to wildtype dog Rab7; GST-Rab7 beads, fluorescent GTP binding, flow cytometry; actives lie on both sides; untreated = 100%, excess cold GTP = 0%; GTP binding activity (percent of control), % at 10 µM; actives 0.055% (n = 190,000);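 active means fluorescent GTP binding to Rab7 beads changed by at least 20 points from the 100% baseline, either direction, mostly lower; inconclusive means compound itself probably fluorescent, or too few beads counted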;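 further: median green fluorescence of bound Bodipy-FL-GTP per Rab7 bead population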
ABCB1 block = human ABCB1 inhibition, ABCG2 as counter-screen; CCRF-Adr cells, JC-1 efflux, flow cytometry; inhibition, % at 6.6 µM; actives 0.067% (n = 190,000); AID 1326; in the data active means inhibition above about 40%;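 further: 0% = vehicle and 100% = reference inhibitor; higher value means more JC-1 retained so stronger ABCB1 efflux block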
Target sequence (P08183 whole entry, looked up): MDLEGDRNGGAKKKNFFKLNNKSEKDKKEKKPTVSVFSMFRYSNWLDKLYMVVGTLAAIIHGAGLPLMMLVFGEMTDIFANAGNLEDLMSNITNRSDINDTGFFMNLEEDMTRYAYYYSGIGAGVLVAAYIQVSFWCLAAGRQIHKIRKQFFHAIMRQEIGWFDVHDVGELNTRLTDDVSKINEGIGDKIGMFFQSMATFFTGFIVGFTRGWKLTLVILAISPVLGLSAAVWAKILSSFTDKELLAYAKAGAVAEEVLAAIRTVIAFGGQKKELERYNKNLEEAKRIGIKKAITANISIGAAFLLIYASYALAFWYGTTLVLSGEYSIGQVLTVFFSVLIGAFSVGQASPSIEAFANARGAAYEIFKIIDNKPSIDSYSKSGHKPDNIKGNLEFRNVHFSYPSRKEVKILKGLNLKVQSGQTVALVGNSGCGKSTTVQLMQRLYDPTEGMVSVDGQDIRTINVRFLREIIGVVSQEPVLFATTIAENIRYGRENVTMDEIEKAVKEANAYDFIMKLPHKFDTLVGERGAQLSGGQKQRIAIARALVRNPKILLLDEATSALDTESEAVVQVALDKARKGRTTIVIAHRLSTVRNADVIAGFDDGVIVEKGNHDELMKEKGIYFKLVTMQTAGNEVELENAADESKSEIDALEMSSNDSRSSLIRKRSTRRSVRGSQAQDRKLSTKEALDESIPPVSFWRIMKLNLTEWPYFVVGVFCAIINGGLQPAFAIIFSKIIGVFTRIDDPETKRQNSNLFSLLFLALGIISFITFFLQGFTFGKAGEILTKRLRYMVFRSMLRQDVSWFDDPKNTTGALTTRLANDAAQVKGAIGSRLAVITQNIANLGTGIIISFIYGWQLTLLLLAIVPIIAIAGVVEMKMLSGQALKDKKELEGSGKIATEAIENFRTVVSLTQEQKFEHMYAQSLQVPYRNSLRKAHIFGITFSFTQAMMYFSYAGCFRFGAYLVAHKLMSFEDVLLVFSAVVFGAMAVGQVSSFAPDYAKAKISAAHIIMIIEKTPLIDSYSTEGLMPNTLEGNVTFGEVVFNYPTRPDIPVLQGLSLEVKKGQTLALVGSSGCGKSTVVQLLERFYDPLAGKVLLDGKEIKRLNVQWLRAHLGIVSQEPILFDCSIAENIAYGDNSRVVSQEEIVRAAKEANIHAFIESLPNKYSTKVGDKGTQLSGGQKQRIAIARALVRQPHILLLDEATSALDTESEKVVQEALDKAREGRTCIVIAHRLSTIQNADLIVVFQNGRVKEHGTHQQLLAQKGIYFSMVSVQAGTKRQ
ABCG2 inh = blocks JC-1 efflux by human ABCG2 transporter; Q9UNQ0; IgMXP3 cells, flow cytometry; inhibition, % at 6.6 µM; actives 0.1% (n = 190,000); AID 1325;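 active means inhibition above 80%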;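 further: 0% = DMSO and 100% = nicardipine control wells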
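Test system: IgMXP3 cells (ABCG2) mixed with DDAO far-red-labelled CCRF-Adr cells (ABCB1). Reagent: JC-1 transporter substrate. Compound dosing: single test compound dose, 6.6 µM final. Times: 10 min compound exposure, 25 °C. Detection: flow cytometry of retained JC-1 fluorescence. Read-out basis: efflux inhibition in percent versus controls. Controls: nicardipine and DMSO wells.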
Pf gamet viab = kills late stage P. falciparum gametocytes | AID 743093 | inhibition, % at 10.9 µM | P. falciparum stage V gametocytes, ATP luminescence, 24 h | actives 0.065% (n = 150,000);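 active means inhibition above the mean plus 3 SD of compounds within the control limits, set per campaign, cut at about 38% in these data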;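 further: 0% = DMSO wells and 100% = medium only without gametocytes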
Rab2 wt GTP = changes GTP binding to wildtype dog Rab2A, up or down; GTP binding activity, % at 10 µM; GST-Rab2 wt beads, Bodipy-GTP binding, flow cytometry; AID 760; P61105; actives 0.19% (n = 190,000);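 active means GTP binding activity at least 20 points away from 100%, either lowered or raised; inconclusive means signal likely due to the compound's own green fluorescence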;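 further: 0% = beads with excess unlabeled GTP and 100% = no-compound control corrected for plate trend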
Rac1 wt modul = modulators of human Rac1 wildtype GTP binding; actives 0.27% (n = 190,000); P63000; GTP binding activity (% of control), % at 10 µM; GST-Rac1 beads, fluorescent GTP binding, flow cytometry; actives lie on both sides; 0 = cold GTP competed, 100 = untreated;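 active means GTP binding activity at least 20 points away from the 100% control level, either lower or higher; inconclusive means compound flagged as likely green fluorescent, judged across all proteins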
Cdc42 wt = human Cdc42 wildtype GTP binding change, either direction; P60953; GST-Cdc42 beads, Bodipy-GTP binding, flow cytometry; actives lie on both sides; percent activity (GTP binding), % at 10 µM; actives 0.2% (n = 190,000); AID 761;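 active means percent activity GTP binding at least 20 points away from the 100% baseline, either down as inhibitor or up as activator; inconclusive means compound flagged as likely green fluorescent from well-wide comparison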;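 further: median bead fluorescence of bound Bodipy-FL-GTP at 100 nM; 0% = excess unlabeled GTP control and 100% = no compound control; below 100% means less GTP binding so inhibitor and above means activator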
Avidin fluor = compound fluoresces at 488/530 nm on avidin beads | AID 1775 | compound fluorescence 488/530 nm, flow cytometry; active compounds read high | fluorescence (KMESF) at 10 µM | actives 0.38% (n = 220,000); in the data active means fluorescence above about 47; further: inactives centre near 10
HRas wt GTP = modulators of GTP binding to human HRas wildtype | P01112 | GST-Ras wt beads, Bodipy-FL-GTP binding, flow cytometry; actives lie on both sides | GTP binding activity, % at 10 µM | actives 0.14% (n = 190,000) | AID 759;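 active means GTP binding activity at least 20% away from the 100% baseline, either lowered as inhibitor or raised as activator; inconclusive means flagged as likely green fluorescent, judged across all proteins in the well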;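 further: 0% = unlabeled GTP competition control and 100% = no-compound control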
GSH bead fluor = compound fluoresces at 488/530 nm on GSH beads; AID 1776; actives 0.25% (n = 190,000); GSH beads flow cytometry, compound fluorescence 488/530 nm; active compounds read high; fluorescence (KMESF) at 10 µM; in the data active means fluorescence above about 89;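 further: glutathione beads carrying GST-tagged Bcl family fusion proteins plus one bare bead set; values are compound well signal with DMSO vehicle wells as background; inactives centre near 16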
Rac1 act GTP bind = modulators of GTP binding to human Rac1 activated mutant | P63000 | GST-Rac1 activated beads, fluorescent GTP binding, flow cytometry; actives lie on both sides; 100% means binding = to untreated wells | percent activity (GTP binding), % at 10 µM | actives 0.11% (n = 190,000);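 active means GTP binding at least 20 percentage points away from the 100% baseline, in either direction, so actives lie on both sides; inconclusive means Compound likely fluorescent itself, or too few beads counted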
Numbers without * were called inactive; ? = inconclusive; / = not tested or not shown.

SMILES	Rab7 wt modul	ABCB1 block	ABCG2 inh	Pf gamet viab	Rab2 wt GTP	Rac1 wt modul	Cdc42 wt	Avidin fluor	HRas wt GTP	GSH bead fluor	Rac1 act GTP bind
Cc1ccc(NC(=O)C(OC(=O)c2ccc(NC(N)=O)cc2)c2ccccc2)cc1Cl (stereo not given)	100	-0.9	-4	19	99	101	101	6	99	12	98
COc1ccc(NC(=O)CC2C(=O)N(C)C(=S)N2CCc2ccccc2)cc1 (stereo not given)	101	-0.3	-2	19	100	104	103	8	102	11	99
COCCN(Cc1cc2cc3c(cc2nc1Cl)OCO3)C(=O)Nc1ccc(F)cc1	95	2.3	10	/	93	97	95	19	97	17	97
CCOC(=O)c1c(OCC)[nH]c2ccc(O)cc12	97	0.2	2	/	97	101	104	7	100	4	101
CCOC(=O)Cc1csc(NC(=O)C(NC(=O)C2CCCCC2)C(C)C)n1 (stereo not given)	104	0.9	1	29	101	98	99	10	100	13	97
CCn1c(N)c(C(=O)Nc2ccccc2C(=O)OC)sc1=S	98	0.3	3	6	99	102	102	14	100	37	97
O=c1cc(-c2ccc([N+](=O)[O-])cc2)c2cc3c(cc2[nH]1)OCCO3	92	0.8	4	21	95	95	96	24	95	8	96
Cc1cc(=O)[nH]c(SCC(=O)N2CCCc3ccccc32)n1	99	-0.2	0	-23	102	102	102	25	101	14	99
C=C1CC2C3CC[C@@]4(OCOC45COCO5)[C@@]3(C)C(O)CC2[C@@]2(C)CCC(=O)C=C12 (stereo not given in full)	104	0.6	1	-4	101	100	98	2	99	7	99
NC(=O)N/N=C/c1ccc(N2CCOCC2)s1	100	1.2	3	15	98	105	100	12	99	4	101
CSc1nc(C)c(CCOCc2ccccc2)c(=O)[nH]1	96	0.2	1	0	97	98	99	37	98	13	94
O=S(=O)(NCCn1cccc1)c1ccc2ccccc2c1	98	-0.5	-3	-25	95	94	95	21	94	12	93
CCn1c(SCC(=O)Nc2ccccc2N2CCOCC2)nnc1-c1ccccc1	104	0.2	0	3	103	103	106	16	104	15	101
C=CCN1C(=O)C(CC(=O)O)SC1=Nc1c(C)n(C)n(-c2ccccc2)c1=O (stereo not given)	96	0.1	-1	4	92	95	94	7	96	58	93
Cc1c(NS(=O)(=O)c2ccc3c(c2)Cc2ccccc2-3)c(=O)n(-c2ccccc2)n1C	90	0.3	0	/	81	80	78*	10	85	26	76*

Record cards, from the list above. Order of screens: Rab7 wt modul	ABCB1 block	ABCG2 inh	Pf gamet viab	Rab2 wt GTP	Rac1 wt modul	Cdc42 wt	Avidin fluor	HRas wt GTP	GSH bead fluor	Rac1 act GTP bind
Cc1c(NS(=O)(=O)c2ccc3c(c2)Cc2ccccc2-3)c(=O)n(-c2ccccc2)n1C reads 90	0.3	0	/	81	80	78*	10	85	26	76*
O=S(=O)(NCCn1cccc1)c1ccc2ccccc2c1 reads 98	-0.5	-3	-25	95	94	95	21	94	12	93

Following part
SMILES	Rab7 wt modul	ABCB1 block	ABCG2 inh	Pf gamet viab	Rab2 wt GTP	Rac1 wt modul	Cdc42 wt	Avidin fluor	HRas wt GTP	GSH bead fluor	Rac1 act GTP bind
COc1ccc(OC)c(-c2nc(C(N)=O)c3[nH]c(=O)n(-c4ccc(F)cc4)c3n2)c1	98	0.3	1	/	102	103	103	5	100	16	99
O=S(=O)(Nc1ccc(Oc2ncccn2)c(Cl)c1)c1ccc(F)cc1	99	0.0	1	/	100	101	102	8	96	11	99
CC(C)C(NC(=O)CSc1ccc(Cl)cc1)C(C)C	98	0.1	0	-7	98	100	97	9	99	52	96
CC(C)Oc1ccccc1/C=N/NC(=O)c1ccc(F)cc1	100	0.8	23	14	95	103	98	2	98	12	98
O=C(N/N=C/c1cccnc1)c1ccccc1OCc1cccc(Br)c1	96	1.7	4	-14	94	95	93	23	95	27	94
O=c1oc2ccccc2n1CCCCCn1c(=O)oc2ccccc21	102	0.2	0	/	101	107	101	29	101	16	101
COc1ccc(/C=C/C(=O)OCC(=O)NCC2CCCO2)cc1 (stereo not given)	100	0.7	7	/	99	105	103	3	103	8	102
Cc1noc(C)c1CSc1nc2ccccc2c(=O)n1-c1ccccc1	98	0.5	1	-5	99	102	101	5	101	14	99
COc1cccc(C2NC(=O)NC(C)=C2C(=O)Nc2cc(OC)ccc2OC)c1 (stereo not given)	103	1.1	3	4	104	104	105	17	103	25	99
O=C(CCCN1C(=O)c2ccccc2C1=O)Nc1nnc(C2CC2)s1	94	0.3	1	0	95	96	92	24	95	19	95
CCOC(=O)c1cc(S(=O)(=O)N2CCN(C(=O)OCC)CC2)cn1C	94	1.5	2	/	97	98	95	19	97	11	94
CCOC(=O)c1c(NC(=S)NC)sc2c1CC(C)(C)SC2	100	-1.5	-15	21	97	102	102	11	99	11	100
Cc1c(C(=O)N/N=C/c2ccc(N(C)C)cc2)[nH]c2ccc(Cl)cc12	99	-0.9	-5	1	96	99	97	4	98	9	98
NC(=S)NN=C1C2CC3CC(C2)CC1C3	96	0.7	3	26	97	94	96	21	96	7	94
Cc1ccccc1-c1nsc(SCC(=O)NCc2ccc3c(c2)OCO3)n1	97	0.1	2	-7	97	96	95	13	97	19	97
CCN(CC)C(=O)Oc1ccc2c(=O)c(-c3ccc(OC)cc3)c(C)oc2c1	102	2.9	46	5	103	105	103	11	103	25	104
Cc1cc([N+](=O)[O-])nn1CCCC(=O)NC1CCCCC1	107	0.1	1	16	100	103	99	12	101	14	95
Fc1ccc(COc2ccc(/C=N/n3cnnc3)cc2)cc1	?	0.7	2	/	?	?	?	8	?	20	?
O=C(Nc1nnc(-c2ccco2)s1)C1CC1	94	0.9	8	-13	98	100	97	7	99	45	96
Cc1ccc2c(C)cc[n+](CCCS(=O)(=O)[O-])c2c1	100	0.0	4	/	103	106	101	11	102	15	101
O=C1/C(=C\c2ccco2)NC(=S)N1c1ccccc1	95	-0.7	7	-7	94	100	96	10	96	8	96
CS(=O)(=O)Nc1ccc(C(=O)Nc2ccc(S(=O)(=O)N3CCCC3)cc2)cc1	92	-0.2	-3	-32	94	95	95	12	95	14	92
Cc1ccc(N(CC(=O)N2CCc3ccccc32)S(=O)(=O)c2cccs2)cc1	101	1.0	33	/	102	106	101	13	102	27	100
COc1ccc(C2C(C(=O)N3CCOCC3)=C(C)NC3=C2C(=O)CC(C)(C)C3)c(OC)c1 (stereo not given)	96	0.3	1	-12	100	99	98	7	99	12	99
Cc1ccc(NC(=O)c2nc[nH]c2C(=O)N2CCCCC2)c(C(=O)c2ccccc2)c1	93	1.7	8	-1	95	95	95	12	98	27	93
CS(=O)(=O)N(Cc1ccccc1)c1ccc(C(=O)NCCSc2ccccn2)cc1	100	/	10	-3	97	101	100	14	99	10	97
O=[N+]([O-])c1cccc(/C=N/Nc2cc(Cl)nc(-c3ccccc3)n2)c1	96	0.0	0	-29	96	100	96	30	96	16	98
N#CCn1c(CCl)nc2ccccc2c1=O	104	0.6	4	12	94	99	98	9	97	15	95
CCOc1cc(NC(=S)Nc2cccc(OC)c2)c(OCC)cc1NC(=O)C1CC1	100	2.1	10	0	97	99	97	8	99	64	94
Cc1cn2c(-c3ccc(Cl)cc3)nnc2s1	99	0.3	2	/	99	99	98	8	98	22	95
COc1ccccc1-c1cc(C(=O)N2CCN(c3ccccc3OC)CC2)no1	90	1.3	8	/	88	87	88	28	91	18	89
COC(=O)c1ccc(CSc2ncnc3c2nnn3-c2ccc(F)cc2)o1	94	0.1	0	/	91	89	89	30	92	14	87
COc1cc(CN(C)Cc2nc3cc(C(F)(F)F)ccc3c(=O)[nH]2)ccc1OC(F)F	93	0.6	3	-10	94	97	92	9	96	10	95
CCOC(=O)C1C(=O)CC(C)(O)C(C(=O)OCC)C1c1ccc(Br)o1 (stereo not given)	100	-0.2	-1	3	98	102	99	6	99	42	98
CC(=O)Nc1cccc(/C(C)=N/NC(N)=S)c1	102	0.1	2	-18	99	98	97	22	99	12	96
O=c1[nH]ncc(N2CCN(C(c3ccccc3)c3ccccc3)CC2)c1Cl	96	1.1	33	7	97	103	101	14	101	3	100
Cc1c(NC(=O)/C(C#N)=C/c2ccc(-c3ccccc3Cl)o2)c(=O)n(-c2ccccc2)n1C	90	2.1	27	/	89	90	93	11	91	10	91
COc1ccc(CN2CCN(S(=O)(=O)c3ccc(F)cc3)CC2)cc1OC	100	0.1	1	/	101	108	104	/	102	42	100
Cc1sc(NC(=O)C2CCCCC2C(=O)O)c(C(N)=O)c1-c1ccc(C(C)C)cc1 (stereo not given)	98	0.8	4	13	100	92	94	21	95	11	96
Cn1cc(SCC(=O)NCc2ccc3c(c2)OCO3)c2ccccc21	99	1.9	6	/	99	100	100	6	100	27	96
O=C(Cn1cnc2c(cnn2-c2ccc(F)cc2)c1=O)NCc1ccco1	99	1.7	36	/	100	103	98	26	100	23	99
C/C(CC(=O)NCC(C)C)=N\NC(=O)COc1cc(C)c(Br)cc1Br	96	0.2	5	14	99	101	101	15	100	16	99
Cc1ccc(-c2csc(NC(=O)c3ccno3)n2)cc1	94	-2.3	-3	/	91	93	94	4	95	36	90
O=C(c1cccs1)N1CCN(S(=O)(=O)N2CCOCC2)CC1	99	0.4	2	/	99	96	99	13	98	25	96
Cc1nnc(SCC(N)=O)n1CC1CCCO1 (stereo not given)	96	0.3	1	/	104	104	105	5	102	20	101
O=C(Cc1ccccc1)NNC(=O)Nc1ccc(Cl)c(Cl)c1	97	2.9	15	15	102	101	99	6	100	24	97
CCCCCCn1c(CN2CCN(C(=O)c3ccco3)CC2)nc2c1c(=O)n(C)c(=O)n2C	97	2.8	4	/	101	104	98	22	99	13	99
Cc1nc(Oc2ccc(S(=O)(=O)N3CCOCC3)cc2Cl)c2c3c(sc2n1)CCCC3	97	0.8	-3	8	98	101	95	6	101	9	98
Cc1cc(C)nc(NC(=O)c2c(C(=O)O)noc2C)n1	99	0.2	1	2	100	101	101	12	100	10	100
COc1ccc(-c2cn3cc(C)ccc3n2)cc1Br	100	1.1	6	-4	101	99	97	9	100	15	99
O=C(CCCN1C(=O)c2ccccc2C1=O)Nc1ccccn1	99	0.2	1	7	100	104	96	18	99	13	97
Cc1ccc(NS(=O)(=O)c2cc(NC(=O)C(C)Oc3ccccc3)ccc2C)c(C)c1 (stereo not given)	97	0.7	-5	-18	100	98	95	14	99	9	99
CC(=O)c1cccc(NC(=O)CN(c2cccc(F)c2)S(C)(=O)=O)c1	100	0.3	4	-9	103	103	100	11	103	15	100
